Compound activity as filed in PubChem BioAssay.
Giardia FBPA inh: qHTS Assay for Inhibitors of Fructose-1,6-bisphosphate Aldolase from Giardia Lamblia | 0.71% of 290,000 active | purified Giardia FBPA | Potency, µM (titrated, usually from 59.6 µM), inactives show at the highest dose activity, negative = inhibition, most hits filed as inhibitors | A8B2U2; note: potency is the fitted concentration of half-maximal effect; nearly all actives have a fitted effect of over 55% in size
Target sequence (A8B2U2 whole entry, looked up): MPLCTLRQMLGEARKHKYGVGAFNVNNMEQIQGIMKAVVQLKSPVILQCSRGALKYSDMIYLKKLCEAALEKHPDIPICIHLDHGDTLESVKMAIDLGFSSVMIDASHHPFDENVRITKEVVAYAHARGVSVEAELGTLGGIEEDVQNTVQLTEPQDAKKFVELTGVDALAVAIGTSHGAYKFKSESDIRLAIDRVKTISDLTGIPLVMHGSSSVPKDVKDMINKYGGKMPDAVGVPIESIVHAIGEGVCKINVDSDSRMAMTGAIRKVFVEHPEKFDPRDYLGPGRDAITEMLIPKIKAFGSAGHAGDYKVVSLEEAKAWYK
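40 nM FBPA preincubated 10 min at RT with compound (up to 57.5 uM final), then substrate plus GAPDH/TPI/NAD/arsenate coupling and diaphorase/resazurin added. Fluorescence read after 20 min at RT, 525/598 nm.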
AMA1 RON2 block: qHTS for Inhibitors of AMA1-RON; Towards Development of Antimalarial Drug Lead: Primary Screen | 0.2% of 360,000 active | Plasmodium falciparum AMA1 (3D7) - RON2 peptide interaction | AlphaScreen AMA1-biotinylated RON2 peptide binding | Potency, µM (top dose mostly 58.2 µM), for the others: top-dose activity change, negative = inhibition, usual class: inhibitors | AID 720542, 2013;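 note: potency is the fitted concentration of half-maximal effect; 0% = vehicle wells and -100% = peptide control; nearly all actives have a fitted effect of over 45% in size; some results filed as inactive show a strong effect at the top dose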
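AMA1 (3D7) with his tag at 25 nM final met compounds first, then biotinylated RON2 peptide at 25 nM; detection used donor plus acceptor beads, 10 µg/mL apiece, read by AlphaScreen after 30 min at room temperature.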
HCMV inh: qHTS Assay for inhibitors of the human cytomegalovirus (HCMV); HFF cells, HCMV-luciferase reporter, 72 h; active compounds read low; activity change, negative = inhibition, % at 57.5 µM; 4.5% of 410,000 active; AID 1259415, 2018; in the data active = activity change below about -60%; inconclusive = no clear call, values can overlap the other calls; inactive = above about -39%
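Cell-based, HFFs, 1000 cells/well, 16 h 37C; cpds in DMSO + HCMV-luc, MOI 1 PFU/cell; 72 h 37C; OneGlo luminescence after 5 min RT; norm. to buffer vs Salinomycin 10uM.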
AmpC inh detg: qHTS Inhibitors of AmpC Beta-Lactamase (assay with detergent); Potency, µM (series often up to 114 µM), inactives show at the highest dose activity change, negative = inhibition, actives largely listed as inhibitors; AmpC hydrolysis of nitrocefin, absorbance 480 nm, 0.01% Triton; 0.041% of 370,000 active;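 note: potency is the fitted concentration of half-maximal effect; 0% = no-compound wells and -100% = no-enzyme wells; nearly all actives have a fitted effect of over 25% in size; some results filed as inactive show a strong effect at the top dose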
Target sequence (P00811 whole entry, looked up): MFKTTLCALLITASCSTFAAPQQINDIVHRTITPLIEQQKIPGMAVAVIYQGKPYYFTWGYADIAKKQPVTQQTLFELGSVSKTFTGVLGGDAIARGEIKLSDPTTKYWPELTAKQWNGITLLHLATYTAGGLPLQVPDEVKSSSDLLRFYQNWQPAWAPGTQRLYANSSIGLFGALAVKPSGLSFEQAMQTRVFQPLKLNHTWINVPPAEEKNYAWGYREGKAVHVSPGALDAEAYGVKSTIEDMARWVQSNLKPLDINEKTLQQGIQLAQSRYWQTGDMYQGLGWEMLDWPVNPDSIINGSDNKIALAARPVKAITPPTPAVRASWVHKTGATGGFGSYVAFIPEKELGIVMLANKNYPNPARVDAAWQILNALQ
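AmpC (5.3 nM in the dispensed reagent) in 20 mM phosphate pH 7.0 with 0.01% (detergent screen) or 0.0001% Triton X-100 was preincubated with compounds for 15 min at room temperature. Nitrocefin was then added from an 800 uM solution, and hydrolysis was followed at 480 nm.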
Sm TGR inh: qHTS Assay for the Inhibitors of Schistosoma Mansoni Peroxiredoxins; Schistosoma mansoni thioredoxin glutathione reductase (TGR), Q962Y6; 3% of 360,000 active; purified TGR, DTNB reduction, TNB absorbance 405 nm; Potency, µM (titrated, usually from 114 µM), for the others: at the highest dose activity change, negative = inhibition, most hits filed as inhibitors; AID 485364, 2010; note: potency is the fitted concentration of half-maximal effect; nearly all actives have a fitted effect of over 60% in size
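TGR 20 nM + NADPH 100 uM (dispensed conc.), cpd preinc 15 min RT; start with NADPH (500 uM addition) then DTNB (15 mM addition). Kinetic TNB absorbance, 405 nm filter. Four-parameter Hill fit across titration.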
HCV inhibitor: qHTS Assay for Inhibitors of Hepatitis C Virus (HCV); 3.4% of 340,000 active; Huh7.5.1 HCVcc-Cre infection, luciferase reporter, 44 h; Potency, µM (titrated, usually from 41.8 µM), without a hit: at the highest dose activity change, negative = inhibition, hits mostly inhibitors; note: potency is the fitted concentration of half-maximal effect
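Infectious HCV cell culture screen: compound-treated cells (1,000/well, pre-plated 4 h) are infected with HCVcc-Cre at roughly 0.5 moi and grown 44 h. Infection is quantified by luciferase signal after 15 min substrate incubation at room temperature.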
An asterisk follows results filed as active; ? = inconclusive; . = not tested or not shown; & = joins results of further samples; [ ] = remark or other dose. Unless noted, calls come from the whole dose curve; as a rule, active = well fitted curve in the direction sought with a large enough effect; inconclusive = small, poorly fitted or top-dose-only effect, or another doubt; inactive = no such curve, though single readings can be large; an effect the other way counts as inactive or inconclusive. Unless noted, % is set by controls: 0 for no effect and ±100 for the full control effect.

Screens by letter: A = Giardia FBPA inh; B = AMA1 RON2 block; C = HCMV inh; D = AmpC inh detg; E = Sm TGR inh; F = HCV inhibitor
CCOCCn1cnc2sc(C(=O)NCC(=O)OCC)c(C)c2c1=O
  A: 0%	B: -1%	C: 51	D: 6%	E: -25%	F: 2%
Cc1ccc(S(=O)(=O)C2(S(=O)(=O)c3ccc(C)cc3)CCCC2)cc1
  A: -3%	B: -1%	C: 14	D: -5%	E: -17%	F: -14%
CCSc1nc2c(c(=O)n1Cc1ccccc1)SC(C)C2 (configuration not stated)
  A: 7%	B: -20%	C: -20	D: -1%	E: 3%	F: ?
COc1ccccc1CNS(=O)(=O)c1c(C)[nH]c(=O)[nH]c1=O
  A: 5%	B: -3%	C: 39	D: 6%	E: 4%	F: -3%
Cc1ccc(C2=N/C(=C\c3cccnc3)C(=O)O2)cc1
  A: 9%	B: 1%	C: -8	D: ?	E: -13%	F: 12%
COC(=O)/C(=C/c1cccc([N+](=O)[O-])c1)NC(=O)c1ccc(OC)cc1
  A: -1%	B: -5%	C: -31	D: 3%	E: 13%	F: -11%
O=C(NCc1ccc(F)cc1)c1ccc2c(c1)N(Cc1ccc(F)cc1Cl)C(=O)CS2
  A: .	B: .	C: -21	D: 4%	E: 8%	F: .
COc1ccc(OC)c(NC(=O)c2cn(CC(C)C)c(=O)c3cc(OC)c(OC)cc23)c1
  A: .	B: .	C: -20	D: -3%	E: -11%	F: .
O=C1CN(CC(=O)Nc2ccc(SC(F)F)cc2)CCN1
  A: 4%	B: 0%	C: -20	D: -14%	E: 2%	F: 21%
O=C(O)c1ccc2c(c1)SC1=NS(=O)(=O)CCN12
  A: 8%	B: -9%	C: -37	D: -4%	E: -7%	F: 5%
COc1ccc(C2(C(=O)Nc3ccc(C)c(C)c3)CCOCC2)cc1
  A: -3%	B: 0%	C: -19	D: -7%	E: .	F: 6%
CCCNC(=O)c1c(N)n(Cc2ccc3c(c2)OCO3)c2nc3ccccc3nc12
  A: -30%	B: -1%	C: .	D: -4%	E: 0%	F: 6%
S=C(c1ccc(N2CCCC2)cc1)N1CCCCC1
  A: -11%	B: -25%	C: -10	D: ?	E: 0%	F: 4%
C=CCOc1ccc(CNC(C)(C)CO)cc1OC
  A: -5%	B: 7%	C: -10	D: -12%	E: -27%	F: 1%
COc1ccc(S(=O)(=O)N2CCOCC2)cc1NC(=O)COC(=O)C1CC1C (configuration not stated)
  A: .	B: -3%	C: -3	D: 2%	E: -18%	F: -24%
O=C1Nc2cc(Cl)c(Cl)cc2N(O)N1c1ccc(Cl)cc1
  A: -9%	B: 3%	C: 40	D: -1%	E: 0%	F: -10%
c1ccc(CCN=C2CCCc3c2[nH]c2ccccc32)cc1
  A: -5%	B: -1%	C: 114	D: -1%	E: 56µM*	F: 12%
COc1ccc(C(CCN2CCCC(C)C2)c2c(OC)cc(OC)c3c(C)cc(=O)oc23)cc1 (configuration not stated)
  A: -2%&0%	B: -6%	C: 6	D: -1%	E: ?	F: ?
Cc1ccc(S(=O)(=O)Nc2ccccc2F)cc1C(=O)N1CCN(c2ccccc2O)CC1
  A: .	B: 14%	C: -23	D: 3%	E: -24%	F: -10%
N#CC(C#N)=C1C=CC=CN1/C(=C\c1ccco1)C(=O)c1ccc(Br)cc1
  A: -15%	B: -5%	C: -97*	D: ?	E: 2.2µM*	F: ?
CCOc1ccc(-c2csc(NC(=O)c3ccco3)n2)cc1
  A: -27%	B: -16%	C: 120	D: -3%	E: -33%	F: -18%
NC(=O)c1ccc(C(=O)Nc2ccc([As](=O)(O)O)cc2)cc1
  A: 1%	B: .	C: -12	D: -1%	E: 45µM*	F: .
Cc1ccnc(NC(=O)c2ccc(Cl)cc2Cl)n1
  A: 11%	B: .	C: 23	D: -4%	E: 13%	F: .
CCOC(=O)c1ccc(NC(=O)c2cccc3c(=O)c4c([nH]c23)CCCC4)cc1
  A: .	B: .	C: 8	D: 22%	E: 0%	F: .
C=CCN1C(=O)NC(=O)/C(=C/c2ccc(OC)c(COc3ccc(NC(C)=O)cc3)c2)C1=O
  A: -9%	B: 2%	C: 19	D: -6%	E: -29%	F: -3%
Cc1ccccc1CSc1nc2c(c(=O)[nH]1)CCCC2
  A: 1%	B: .	C: .	D: 1%	E: -11%	F: .
CC(C)n1c(NCc2cccs2)nc2ccccc21
  A: 3%	B: -7%	C: 14	D: 0%	E: 13%	F: 1%
c1ccc(CSc2nnc(-c3cccs3)o2)cc1
  A: -3%	B: 16%	C: -23	D: ?	E: 8%	F: -1%
Cc1c(/C=C(\CC(=O)O)c2nc3ccccc3s2)cc(C#N)n1C
  A: -1%	B: 4%	C: 32	D: 3%	E: 5%	F: -1%
O=C(NC(NC1CCS(=O)(=O)C1)C(=O)c1ccccc1)c1ccc(Cl)cc1 (configuration not stated)
  A: 4%	B: 0%	C: 15	D: -1%	E: 1%	F: -3%
CCOC(=O)c1ccc(N2C(=O)CC(NC3CCN(C(=O)c4ccc(F)cc4)CC3)C2=O)cc1 (configuration not stated)
  A: -4%	B: -5%	C: -9	D: 0%	E: 50µM*	F: 8%&22%
CC1CCC(C(=O)NC(C(=O)N2CCC(N3CCCCC3)CC2)C(C)C)CC1 (configuration not stated)
  A: 1%	B: 6%	C: -6	D: -4%	E: -20%	F: 0%
COc1ccc(S(=O)(=O)Nc2cccc(-c3ccc4nncn4n3)c2)cc1
  A: .	B: 3%	C: -12	D: -9%	E: -10%	F: -11%
CCOc1ccc(-n2c(=O)c3c(C)c(C)sc3n(CC(=O)N3CCC(C)CC3)c2=O)cc1
  A: .	B: .	C: -15	D: 20%	E: 5%	F: .
Cc1ccc(C)c(NC(=O)CSc2nnc(-c3ccccc3)n2N)c1
  A: 0%	B: 15%	C: 12	D: -15%	E: 8%	F: -7%
O=C(CSc1nnc(CNC(=O)C23CC4CC(CC(C4)C2)C3)n1-c1ccccc1)Nc1ccccc1
  A: 0%	B: 16%	C: -14	D: 6%	E: 5%	F: 1%
CCCCOc1ccc(CNC(=O)c2ccc(NC(=O)N3CCCCc4ccccc43)cc2)cc1
  A: .	B: .	C: 7	D: 3%	E: ?	F: .
C=CCNC(=O)CSc1nnc(-c2ccccn2)n1Cc1ccccc1
  A: 6%	B: -5%	C: -12	D: 3%	E: -35%	F: -2%
COc1ccc(NS(=O)(=O)c2cc(NS(=O)(=O)c3cc(C(=O)O)ccc3OC)ccc2C)cc1
  A: .	B: -5%	C: -2	D: .	E: .	F: 13%
CC(NC(=O)c1cccc(Cl)c1)C1CC2CCC1C2 (configuration not stated)
  A: 2%	B: -12%	C: -32	D: -13%	E: -8%	F: -18%
COc1ccc(OCCn2c(NC(=O)c3ccc(OC)cc3)nc3ccccc32)cc1
  A: .	B: .	C: 56	D: 20%	E: -9%	F: .
S=P(N1CCCCCC1)(N1CC1)N1CC1
  A: .	B: 21%	C: 6	D: .	E: .	F: 7%
Cc1cccc(C)c1NC(=O)CN(C)C(=O)CC1OC(=O)c2ccccc21 (configuration not stated)
  A: .	B: 3%	C: -23	D: 4%	E: 2%	F: ?
C=CCc1c(C)nc(SCC(N)=O)[nH]c1=O
  A: -6%	B: 1%	C: 46	D: 1%	E: -2%	F: -2%
CC(=O)c1sc(Nc2ccccn2)nc1C
  A: -1%	B: 1%	C: 119	D: -9%	E: 4%	F: -12%

Taken from above:
COc1ccc(S(=O)(=O)Nc2cccc(-c3ccc4nncn4n3)c2)cc1 | HCMV inh = -12
COc1ccc(OCCn2c(NC(=O)c3ccc(OC)cc3)nc3ccccc32)cc1 | AmpC inh detg = 20%

(list continues)
Screens by letter: A = Giardia FBPA inh; B = AMA1 RON2 block; C = HCMV inh; D = AmpC inh detg; E = Sm TGR inh; F = HCV inhibitor
Cc1cccc(NC(=S)Nc2ccc(Oc3ccccc3)cc2)n1
  A: -3%	B: 47%[activator]	C: -61*	D: ?	E: -9%	F: ?
COc1ccccc1-n1c(Cc2ccccc2)nc2ccccc2c1=O
  A: -1%	B: 7%	C: 13	D: 9%	E: 7%	F: 17%
CC1CCC(Nc2ncnc3onc(-c4ccc(Cl)cc4)c23)CC1 (configuration not stated)
  A: .	B: .	C: -15	D: 0%	E: 17%	F: .
O=C(CSc1nnc(-c2ccco2)n1Cc1ccccc1)NC(=O)NCc1ccco1
  A: 12%	B: -14%	C: 52	D: 1%	E: ?	F: -23%&14%
O=C(Cc1ccccc1)N/N=C\c1ccc(Br)o1
  A: -3%	B: 0%	C: 0	D: -3%	E: ?	F: 16%
Cn1nccc1C(=O)N1CCCC(C(=O)c2ccc(Oc3ccccc3)cc2)C1 (configuration not stated)
  A: 3%	B: 14%	C: ?	D: 1%	E: 6%	F: ?
Cc1ccc(-c2cc(C(=O)N/N=C/c3ccco3)[nH]n2)cc1
  A: -1%	B: 87%[activator]	C: -6	D: ?	E: 60%[activator]	F: -1%
O=C(CSc1nc2ccccc2c(=O)n1-c1ccc(F)cc1F)Nc1ccc2c(c1)CCC2
  A: -4%	B: -8%	C: -72*	D: 2%	E: 9%	F: ?
N#Cc1ccccc1CSCCNC(=O)Cc1c(F)cccc1Cl
  A: -1%	B: -3%	C: -33	D: 1%	E: -3%	F: -19%
Cc1ccc(O)c(C(=O)/C=C/c2ccc3c(c2)OCCCO3)c1
  A: 15%	B: ?	C: 8	D: -4%	E: -11%	F: ?
COc1cc(C)c(Cl)cc1S(=O)(=O)NCc1ccco1
  A: -1%	B: 0%	C: 10	D: -2%	E: -12%	F: 4%
CC(C)(Oc1ccc(Cl)cc1)C(=O)NCCN1C(=O)S/C(=C/c2cccnc2)C1=O
  A: -2%	B: 7%[11.6 µM]	C: ?	D: 2%	E: -20%	F: 12%
COc1cc(NC(=O)c2cc(OC)c(OC)c(OC)c2)c(OC)cc1NC(=O)CN1CCCCC1
  A: -10%	B: -11%	C: 34	D: -7%	E: 6%	F: 2.5µM*
Cc1ccc(NC(=O)COc2ccc(/C=C3/NC(=O)NC3=O)cc2)cc1
  A: -7%	B: 66%[activator]	C: -30	D: ?	E: 0%	F: 14%

Compound profiles, from the list above. Values in the order: Giardia FBPA inh | AMA1 RON2 block | HCMV inh | AmpC inh detg | Sm TGR inh | HCV inhibitor
Cc1ccc(-c2cc(C(=O)N/N=C/c3ccco3)[nH]n2)cc1 across the screens: -1% | 87%[activator] | -6 | ? | 60%[activator] | -1%
Cc1cccc(NC(=S)Nc2ccc(Oc3ccccc3)cc2)n1 across the screens: -3% | 47%[activator] | -61* | ? | -9% | ?
Cc1ccc(O)c(C(=O)/C=C/c2ccc3c(c2)OCCCO3)c1 across the screens: 15% | ? | 8 | -4% | -11% | ?
N#Cc1ccccc1CSCCNC(=O)Cc1c(F)cccc1Cl across the screens: -1% | -3% | -33 | 1% | -3% | -19%
COc1cc(NC(=O)c2cc(OC)c(OC)c(OC)c2)c(OC)cc1NC(=O)CN1CCCCC1 across the screens: -10% | -11% | 34 | -7% | 6% | 2.5µM*
